# Screening data deposited in PubChem BioAssay by NCI.
# All columns: NCI-60 one-dose screen, growth in % after 48 h at 10 µM unless noted; 100 = growth as untreated, 0 = no growth, -100 = all killed.
# EKVX: EKVX NSCLC; hit rate 3% among 71,000; AID 1794765
# SK-MEL-5: SK-MEL-5 melanoma. hit rate 6.4% among 80,000. AID 1794755
# A549/ATCC: A549/ATCC NSCLC; hit rate 3.7% among 81,000
# SK-MEL-28: SK-MEL-28 melanoma; hit rate 4.1% among 81,000
# M14: M14 melanoma | hit rate 6.2% among 80,000
# SK-MEL-2: SK-MEL-2 melanoma; AID 1794763; hit rate 4.7% among 77,000
# HOP-92: HOP-92 NSCLC cells; hit rate 6.3% among 71,000
# HOP-62: HOP-62 NSCLC; hit rate 3.9% among 80,000; AID 1794735
# Active calls of the source: *; / = not tested or not shown; & = joins results of further samples. Rule for the calls: active = growth percent below 10; inactive = the rest. Rows were taken by chance; overall some 11% were active at least once.
# Start of the listing, in advance, 2 compounds:
SMILES,EKVX,SK-MEL-5,A549/ATCC,SK-MEL-28,M14,SK-MEL-2,HOP-92,HOP-62
COc1ccc(C2=NN(C(=O)c3cc(OC)c(OC)c(OC)c3)C(c3ccc(C#N)cc3)C2)cc1OC (stereo unspecified),33,18,22,65,-6.9*,36,/,36
O=[N+]([O-])c1cc(Cl)c2[nH]c3c(Cl)cc([N+](=O)[O-])cc3c2c1,-10*,-61*,-42*,/,16,/,-14*,15

# Results (from the top)
SMILES,EKVX,SK-MEL-5,A549/ATCC,SK-MEL-28,M14,SK-MEL-2,HOP-92,HOP-62
COc1ccc(C2=NN(C(=O)c3cc(OC)c(OC)c(OC)c3)C(c3ccc(C#N)cc3)C2)cc1OC (stereo unspecified),33,18,22,65,-6.9*,36,/,36
O=[N+]([O-])c1cc(Cl)c2[nH]c3c(Cl)cc([N+](=O)[O-])cc3c2c1,-10*,-61*,-42*,/,16,/,-14*,15
NC1=NN(c2ccccc2)C(=O)/C1=C/c1ccc(Cl)cc1,96,101,98,95,97,96,92,95
N#CC1=C(N2CCCCC2)NC(c2cccc([N+](=O)[O-])c2)c2sc3c(F)cccc3c21 (stereo unspecified),95,96,103,108,99,122,102,91
CC(=O)NC(C)C(=O)O (stereo unspecified),120,103,112,116,102,102,111,111
CN(C)c1ccc(-c2nc3ccc(N)cc3[nH]2)cc1,/,70,65,103,74,100,/,106
O=C1CSc2ccccc2N1,97,109,97,105,113,103,84,101
O=C1NN=CN2c3ccc(Cl)cc3CC(O)CC12 (stereo unspecified),114,100,90,111,103,104,102,100
NC(=O)c1c(N)sc2c1CCCC2,105,103,101,112,98,109,95,98
CN(C=O)c1ccc(CSc2ccccc2)cc1,86,104,93,120,113,108,81,95
COc1cc(OC)c([C@@H]2Nc3cc(-c4cc(OC)c(OC)c(OC)c4)ccc3O[C@H]2CO)c(OC)c1,93,93,114,103,101,108,93,88
O=C(O)C(c1ccccc1)c1ccccc1O (stereo unspecified),/,107,102,106,99,96,/,105
COc1cc(-c2nn(-c3ccccc3)cc2-c2ccnc(NCCCNS(=O)(=O)c3ccc(Cl)cc3)n2)ccc1Cl,71,85,67,108,92,95,/,/
Clc1ccccc1-c1nc2ccccc2s1,85,96,86,132,103,101,91,101
O=c1c2sc3ncc(Cl)cc3c2nnn1-c1cccc(Cl)c1,/,96,42,90,85,93,64,48
CCCCCCCCCCCC(=O)N(C)CC(=O)O,/,102&99,99&98,101&103,107&106,109&115,88&86,102&121
CCOc1ccc(C(C)c2cc3c(cc2O)OCO3)cc1 (stereo unspecified),/,91,90,89,86,/,/,86
CC(=O)N1CCc2cc([N+](=O)[O-])ccc21,104,110,90,118,114,104,81,119
C/C(=C\c1ccc(O)cc1O)c1ccc2ccc(O)cc2[o+]1,68,76,92,62,73,91,84,55
Cc1nn(-c2ccccc2)c(N2CCCC2)c1-c1nc2ccccc2[nH]1,99,95,104,97,91,114,101,100
CN(Cc1ccc(C(F)(F)F)cc1)c1cc(C(=O)Nc2ccccc2)ncn1,88,85,90,106,91,104,58,102
COC(=O)[C@]12CC[C@@H](C)[C@H](C)[C@@H]1C1=CC[C@@H]3[C@@]4(C)C(C=O)=C[C@@](C)(COC(C)=O)[C@@H]4C(=O)C[C@@]3(C)[C@]1(C)CC2,36,52,14,65,20,43,48,50
O=[N+]([O-])c1ccc(NN=C2CCCCC2)c([N+](=O)[O-])c1,92,101,56,111,96,77,64,89
CC[C@H]1OC(=O)[C@H](C)[C@@H](O[C@H]2C[C@@](C)(OC)[C@@H](O)[C@H](C)O2)[C@H](C)[C@@H](O[C@@H]2O[C@H](C)C[C@H](N(C)C)[C@H]2O)[C@](C)(O)C[C@@H](C)/C(=N\OCOCCOC)[C@H](C)[C@@H](O)[C@]1(C)O,89,/,101,103,97,108,87,104

# Seven records picked at random from those above:
SMILES,EKVX,SK-MEL-5,A549/ATCC,SK-MEL-28,M14,SK-MEL-2,HOP-92,HOP-62
Clc1ccccc1-c1nc2ccccc2s1,85,96,86,132,103,101,91,101
Cc1nn(-c2ccccc2)c(N2CCCC2)c1-c1nc2ccccc2[nH]1,99,95,104,97,91,114,101,100
CCOc1ccc(C(C)c2cc3c(cc2O)OCO3)cc1 (stereo unspecified),/,91,90,89,86,/,/,86
O=[N+]([O-])c1cc(Cl)c2[nH]c3c(Cl)cc([N+](=O)[O-])cc3c2c1,-10*,-61*,-42*,/,16,/,-14*,15
COc1cc(-c2nn(-c3ccccc3)cc2-c2ccnc(NCCCNS(=O)(=O)c3ccc(Cl)cc3)n2)ccc1Cl,71,85,67,108,92,95,/,/
CC[C@H]1OC(=O)[C@H](C)[C@@H](O[C@H]2C[C@@](C)(OC)[C@@H](O)[C@H](C)O2)[C@H](C)[C@@H](O[C@@H]2O[C@H](C)C[C@H](N(C)C)[C@H]2O)[C@](C)(O)C[C@@H](C)/C(=N\OCOCCOC)[C@H](C)[C@@H](O)[C@]1(C)O,89,/,101,103,97,108,87,104
CCCCCCCCCCCC(=O)N(C)CC(=O)O,/,102&99,99&98,101&103,107&106,109&115,88&86,102&121

# More records.
SMILES,EKVX,SK-MEL-5,A549/ATCC,SK-MEL-28,M14,SK-MEL-2,HOP-92,HOP-62
Nc1c(C(=O)c2ccccc2)oc2nc(-c3cnccn3)cc(-c3cccs3)c12,103,99,94,107,83,115,88,105
CC(=O)N(c1ccccc1)C1CCC2(C)C(=CCC3C2CCC2(C)C(C(C)CCCC(C)C)CCC32)C1 (stereo unspecified),/,99,/,100,111,107,/,104
COc1ccc(/C=C2\COc3ccc(-c4ccccc4)cc3C2=O)cc1O,105,32,62,47,23,-30*,-1.7*,-42*
Cc1ccc2c(c1)=C/C(=C/c1sc(Nc3ccc(S(N)(=O)=O)cc3)nc1O)C(=O)N=2,99,102,105,110,/,102,119,102
C=CCOc1ccnc(OCC=C)n1,101,114,98,102,105,114,93,101
CC#CC(=O)N1CC[C@@H](n2c(=O)n(-c3ccc(Oc4ccccc4)cc3)c3c(N)ncnc32)C1,80,75,50,103,79,/,55,60
Cc1c(Nc2ncccc2C(=O)O)cccc1C(F)(F)F,88,94,94,113,104,/,119,/
C=CCN1C(=O)c2cccc3c(NC(=O)CN4CCCC4)ccc(c23)C1=O,85,/,95,/,111,102,64,78
Cc1ccc(/C=C2\CN(C(=O)OC(C)(C)C)C/C(=C\c3ccc(C)cc3C)C2=O)c(C)c1,75,85,75,92,82,99,89,118
FC(F)(F)c1ccc2c(c1)Sc1ccccc1N2,92,98,95,110,98,106,80,97
N#CC(C#N)=CNc1cccc(Cl)c1,92,93,97,106,101,109,/,112
COc1ccc(Cn2cc(C(=O)Nc3cccnc3Nc3cc(OC)c(OC)c(OC)c3)nn2)cc1,106,97,103,117,108,114,98,102
CCOC(=O)C1=C(C)NC(C)=C(C(=O)OC(C)(C)C)C1c1cccc(C#N)c1 (stereo unspecified),89,98,89,108,101,95,94,109
NC(=S)c1ccc(OCCCc2ccccc2)cc1,/,93,96,106,109,94,99,103
CNc1nc2c(s1)C(c1cc(OC)c(OC)c(OC)c1)CC(=O)N2 (stereo unspecified),100,107,95,101,101,113,88,93
Cc1ccc(-c2cc(O)c(-c3ccc(C)cc3C)cc2O)c(C)c1,57,12,52,85,67,92,68,74
COC(=O)[C@@H]1[C@H]2C[C@H]3c4[nH]c5cc(OC)ccc5c4CCN3C[C@@H]2C[C@H](OC(=O)/C=C/c2ccnc(OC)c2)[C@H]1OC,/,95,89,99,93,106,23,87
CCCCCCC(C)[N+](=O)[O-] (stereo unspecified),/,100,98,105,89,109,101,96
CC(=O)NNc1ccc([N+](=O)[O-])cc1,112,107,107,122,114,122,103,99
O=C(NO)c1ccccc1O,100,104&101,99&89,122&96,111&111,115&104,94&96,103&102
CCc1ccc(Nc2ncnc3c2cnn3-c2cccc(Br)c2)cc1,102,97,97,107,99,108,92,84
Nc1ncn([C@@H]2O[C@H](CO)[C@@H](O)C2(F)F)c(=O)n1,86,71,38,78,16,104,34,/
CCOC(=O)Cc1cnn(C)c1N1C=Nc2ccccc2S1(=O)=O,93,95,94,105,99,96,91,98
COc1ccc(C(=O)C[n+]2ccc(/C=C/c3ccncc3)cc2)cc1,79,89,91,93,90,97,66,81
COc1cc(-c2cc(/C=C/C(C)=O)[nH]n2)cc(OC)c1OC,/,79,86,97,85,87,75,84
O=C(Nc1ccc(Cl)cc1)C(Cl)Cl,87,91,79,103,91,83,88,81
Cc1nc2sc3c(=O)[nH]c(CC(=O)O)nc3c2c(C)c1Br,77,101,84,123,98,105,56,79
O=[N+]([O-])c1ccc(NC2CCCCC2)nc1,106&101,106&112,98&101,111&128,109&105,107&104,82&114,101&95
Cc1ccc(S(=O)(=O)NC(CCC(=O)O)C(=O)O)cc1 (stereo unspecified),/,103,101,106,103,103,93,94
Nc1nc(-c2ccccc2Br)cc(-c2cc3ccccc3oc2=O)n1,98,87,93,117,92,/,/,90
CCCC1(C(=O)OCC)CCCCC1=O (stereo unspecified),108,102,107,102,102,116,86,105
COc1ccc(C2CC(c3ccccc3)=NN2C(=O)c2cc(OC)c(OC)c(OC)c2)cc1O (stereo unspecified),47,22,30,65,13,76,28,49
Cn1cccc1C(=O)C1C(c2cccc(F)c2)C2C3CCCCC3CN2C12C(=O)Nc1ccc(Cl)cc12 (stereo unspecified),70,78,57,99,81,80,55,88
Brc1ccsc1Br,114,106,105,106,106,101,/,93
O=C(NCCNC(=O)c1cccnc1)c1cccnc1,/,102,108,114,109,107,105,98
O=C(CC(C(=O)c1ccccc1)N1CCN(Cc2ccccc2)CC1)c1ccccc1 (stereo unspecified),120,103,98,112,78,104,81,104
C#C[C@]1(O)CC[C@H]2[C@@H]3CC=C4c5sc(-c6ccc(F)cn6)nc5CC[C@]4(C)[C@H]3CC[C@@]21C,25,33,37,-28*,37,-28*,49,25
COC(=O)c1cc2oc(/C=N/NC(=O)c3cc4oc5ccccc5c4[nH]3)cc2n1C,106,93,90,91,/,97,56,104
Clc1ccc2[nH]c3c(NCCCN4CCOCC4)ncnc3c2c1,/,67,80,91,74,95,68,83
COc1ccccc1NC(=O)Nc1cccc(C(F)(F)F)c1,/,86,76,95,100,106,76,90
Cc1nc2ccccc2c(=O)n1-c1cccc(OCc2cn(-c3cccc(O)c3)nn2)c1,103,87,95,103,94,91,82,93
O=[N+]([O-])c1cnc(Nc2ccc(N3CCOCC3)nc2)nc1Oc1ccc(C(F)(F)F)cc1,96,99,101,108,98,102,86,98
O=C(CSc1nc(-c2ccccc2)cn1-c1ccc(Cl)cc1)c1ccc(Cl)cc1,97,98,106,96,97,104,102,101
c1ccc(-c2csc(Nc3nc(-c4ccccc4)nc4ccccc34)n2)cc1,89,101,98,107,96,106,99,93
COc1ccc(Cn2cc3c(c2-c2ccccc2)CCc2cnoc2-3)cc1,44,-10*,20,56,17,65,52,30
Cc1[nH]c(=O)n(C(C)C)c(=O)c1Br,102,105,97,111,112,111,84,107
COc1cc(/C=C/C(=O)c2ccc(S(=O)(=O)NCCNc3nc(Nc4ccc(F)cc4)nc(N(C)C)n3)cc2)cc(OC)c1OC,48,32,18,18,5.4*,98,60,30
COC(=O)CCN1CCN(c2ccccc2Cl)CC1,97,107,102,105,97,110,76,92
O=C(O)c1cc(N2CCCC2)ccn1,103,103,100,104,104,110,/,94
COc1ccc(-c2nc(S(=O)(=O)c3ccccc3)c(S(C)(=O)=O)o2)cc1,94,66,89,-83*,-24*,70,-61*,97
CNC(=O)c1cc(Oc2ccc3c(c2)sc2nc(-c4ccc(N(C)C)cc4)cn23)ccn1,54,12,23,57,19,60,38,45
COc1ccc2cc(-c3csc(Nc4ccc(F)cc4)n3)c(=O)oc2c1,94,92,75,102,95,86,92,93
O=C(O)c1cc(I)cc(I)c1O,79,107,100,104,102,112,/,80
CN(C)c1ccc(/C=C(/C(=O)c2ccccc2)c2ccccc2)cc1,94,91,87,110,104,95,83,110
COC(=O)CCS(=O)(=O)Cc1ccccc1,/,91,101,116,111,97,91,102
C=C(C)[C@@H]1CC[C@]2(C(=O)O)CC[C@]3(C)[C@H](CC[C@@H]4[C@@]5(C)CCC(N)C(C)(C)[C@@H]5CC[C@]43C)[C@@H]12 (stereo partly specified),68,61,48,-70*,27,93,88,80
O=C(CN1CCCCC1)Nc1nc2ccc(NCc3ccc(F)cc3)cc2s1,100,99,77,103,98,109,91,80
O=C(O)CC1(CC(=O)Nc2nccs2)CCCCC1,115,112,102,118,104,100,88,104
O=Cc1cc(-c2ccc3c4c(cccc24)C(=O)N(N2C(=O)c4cccc5cccc(c45)C2=O)C3=O)ccc1O,98,101,114,115,97,112,82,95
CCOC(=O)c1cn2ncnc(Oc3ccc(NC(=O)NC4CC4)c(Cl)c3)c2c1C,90,89,99,107,99,110,109,91

# Remaining list, next part:
SMILES,EKVX,SK-MEL-5,A549/ATCC,SK-MEL-28,M14,SK-MEL-2,HOP-92,HOP-62
Cc1cc(C)cc(NC(=O)Cn2nncc2CN2C(=O)CSC2=O)c1,90,103,102,/,106,106,124,102
O=C(O)COc1ccc(Cl)c(Cl)c1,104,105,107,116,112,118,90,100
COc1ccc(-c2nc3c(c(-c4ccccc4)nn3-c3ccccc3)c(-c3ccc(N4CCOCC4)cc3)c2C#N)cc1,100,101,103,100,101,106,99,104
CCN(CC)CCNC(=O)c1cc(Cl)c(N)c(C(C#N)=C(C#N)C#N)c1OC,108,96,98,116,99,105,118,96
O=CNc1c(Br)cc2c(c1Br)Cc1cc(Br)ccc1-2,44,/,90,108,99,93,75,70
O=C(Nc1nc2cc(C(=O)N3CCN(C(c4ccccc4)c4ccccc4)CC3)ccc2o1)c1ccc(Nc2ccc(Cl)c(Cl)c2)c([N+](=O)[O-])c1,79,96,91,99,102,111,77,92
O=c1cc(-c2ccco2)oc2ccccc12,109,107,98,117,118,113,/,100
CCOC(=O)NC(=S)c1ccc[nH]1,106,102,99,110,104,141,93,111
